Assay outcomes from PubChem BioAssay.
Vc quorum ag: inducers of Vibrio cholerae quorum light production without autoinducers, primary screen, BH1578 luxS cqsA deficient, single point. activation, % at 18.7 µM. V. cholerae BH1578 lux reporter, luminescence, 6 h. AID 588436, 2011. 350,000 compounds, 0.16% hits; in the data active = activation mostly above about 9.7%, no sharp cut-off; inconclusive = no clear call, values can overlap the other calls; inactive = mostly below about 3.7%; note: not every result past the cut was called active; inactives centre near 0; reference of the scale not given here
SARS 3CLpro inh: SARS-CoV 3CLpro protease inhibitors, primary screen, biochemical, quenched FRET. 290,000 compounds, 0.14% hits. inhibition, % at 6 µM. recombinant SARS-CoV 3CLpro, quenched FRET peptide cleavage. Replicase polyprotein 1ab (Severe acute respiratory syndrome coronavirus), P0C6X7; in the data active = inhibition above about 12%
PfHsp40 yeast: rescue of yeast from PfHsp40 toxicity, primary screen, S. cerevisiae, ATP luminescence; S. cerevisiae expressing PfHsp40, growth rescue; 340,000 compounds, 0.68% hits; growth rescue, % at 12.5 µM; AID 504582, 2011; in the data active = growth rescue above about 28%, passing the limit was not always enough; inconclusive = no clear call, values can overlap the other calls;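 note: yeast W303a lacking pdr1 and pdr3 grown in galactose medium; growth measured after three days at 30 °C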
BoNT A protease: BoNT/A light chain protease inhibitors, primary screen, biochemical, flow cytometry, MLPCN library; Botulinum neurotoxin type A light chain protease (Clostridium botulinum A str. ATCC 3502); multiplex microsphere protease substrate cleavage; inhibition, % at 10 µM; 360,000 compounds, 0.17% hits; note: plate controls were buffer without enzyme for full effect and enzyme alone for no effect
TcdB inh: TcdB glycohydrolase inhibitors, primary screen, biochemical, single point, plate reader. Toxin B (Clostridioides difficile), P18177. TcdB glycohydrolase enzymatic assay. inhibition, % at 9.99 µM. 350,000 compounds, 0.24% hits. AID 652162, 2013; in the data active = inhibition above about 10%
Yp Topo-I inh: Yersinia pestis topoisomerase I inhibitors, primary screen, biochemical, cleavage product accumulation, plate reader, single point; Y. pestis Topo-I cleavage product accumulation; 360,000 compounds, 0.064% hits; AID 504884, 2011; activity, % at 10 µM; DNA topoisomerase I (Yersinia pestis CO92); in the data active = activity above about 50%, passing the limit was not always enough; inconclusive = no clear call, values can overlap the other calls; note: inactives centre near 2
Anthrax LF inh2: Bacillus anthracis LF protease inhibitors, primary screen, biochemical, multiplex microsphere, MLPCN library. 360,000 compounds, 0.12% hits. multiplex microsphere protease cleavage assay. Lethal factor (Bacillus anthracis), P15917. AID 588501, 2011. inhibition, % at 10 µM; note: plate controls were buffer without enzyme for full effect and enzyme alone for no effect
Target sequence (P15917 whole entry, looked up): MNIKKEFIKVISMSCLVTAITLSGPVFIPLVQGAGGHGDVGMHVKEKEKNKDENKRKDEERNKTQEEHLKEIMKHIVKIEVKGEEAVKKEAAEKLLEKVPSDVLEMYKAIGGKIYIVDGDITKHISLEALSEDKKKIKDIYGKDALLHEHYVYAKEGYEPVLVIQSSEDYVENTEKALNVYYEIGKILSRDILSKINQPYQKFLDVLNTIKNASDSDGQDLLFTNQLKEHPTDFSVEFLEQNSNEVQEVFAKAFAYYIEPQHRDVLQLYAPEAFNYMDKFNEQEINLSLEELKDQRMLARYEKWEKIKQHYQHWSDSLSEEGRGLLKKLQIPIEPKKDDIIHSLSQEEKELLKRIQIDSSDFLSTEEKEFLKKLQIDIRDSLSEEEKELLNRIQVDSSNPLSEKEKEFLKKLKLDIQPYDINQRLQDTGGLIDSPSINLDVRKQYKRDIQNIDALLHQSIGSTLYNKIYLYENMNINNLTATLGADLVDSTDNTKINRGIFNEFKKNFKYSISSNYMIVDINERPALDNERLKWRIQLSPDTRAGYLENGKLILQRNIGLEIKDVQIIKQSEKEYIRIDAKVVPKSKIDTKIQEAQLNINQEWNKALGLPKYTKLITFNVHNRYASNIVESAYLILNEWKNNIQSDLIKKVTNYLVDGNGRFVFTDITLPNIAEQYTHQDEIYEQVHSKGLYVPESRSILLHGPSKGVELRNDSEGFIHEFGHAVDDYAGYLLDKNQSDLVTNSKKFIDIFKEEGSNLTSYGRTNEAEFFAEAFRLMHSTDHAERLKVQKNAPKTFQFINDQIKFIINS
PrPC TRFRET: inhibitors of human cell surface prion protein PrPC, primary screen, cell-based, TR-FRET. inhibition, % at 13.8 µM. 370,000 compounds, 0.43% hits. AID 720596, 2013. TR-FRET read-out. Major prion protein (Homo sapiens), P04156; in the data active = inhibition above about 24%; note: 0% = median of the test wells and 100% = reference compound wells
SSB-PriA inh: inhibitors of Klebsiella pneumoniae PriA binding to SSB C-terminal tail, primary screen, biochemical, AlphaScreen | AID 1272365, 2023 | PriA–SSB C-terminal tail interaction (Klebsiella pneumoniae) | 430,000 compounds, 0.6% hits | AlphaScreen SSBct-PriA binding, biotinylated peptide | inhibition, % at 33 µM; in the data active = inhibition mostly above about 37%, no sharp cut-off; inactive = mostly below about 20%;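 note: plate controls were negative control peptide for no effect and reference peptide for full effect; strong numbers were not always called active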
Active calls of the source: *; i = inactive; u = inconclusive; x = not tested or not shown; & = joins results of further samples. Cut-off read from the data, not from the text of the source, unless noted: active = inhibition above about 30%; inconclusive = no clear call, values can overlap the other calls; inactive = below that. The list is partial; count on the stated rates, not on these rows.

Molecule | Vc quorum ag | SARS 3CLpro inh | PfHsp40 yeast | BoNT A protease | TcdB inh | Yp Topo-I inh | Anthrax LF inh2 | PrPC TRFRET | SSB-PriA inh
Cn1c(N)c(C(=O)COC(=O)c2cc(S(=O)(=O)N3CCCCC3)ccc2Cl)c(=O)n(C)c1=O | -0.4 | 3 | 1.1 | 0.5 | 1.2 | 14 | 0 | 5 | 1
O=C(COC(=O)/C=C/c1ccccc1Cl)NC(=O)Cc1ccccc1 | -0.4 | -1 | 1.9 | 0.4 | 1.5 | -3 | 0 | 2 | -15
CCCOc1cccc(OCCSc2nc(C)cc(=O)[nH]2)c1 | i | -2 | -1.9 | -0.4 | x | 2 | -2 | 0 | -31
O=C(CSC1=NCCN1)NC(c1ccccc1)c1ccccc1 | -1.4 | 1 | 0.6 | -6.5 | 1.1 | 2 | -4 | -9 | -19
CC(=O)c1ccc(OC(=O)COc2ccccc2)cc1 | -0.4 | 2 | 0.5 | 1.7 | 0.6 | -2 | 7 | 4 | 7
COc1ccc(C=C2c3ccccc3C(=O)c3ccccc32)c(OC)c1 | -0.7 | -2 | 0.1 | -3.3 | 0.4 | 6 | -7 | -4 | x
CCN(CC)Cc1cc(C(=O)O)c(-c2ccccc2)o1 | -5.5 | 3 | -0.2 | -0.3 | 1.4 | -10 | -5 | -4 | -1
CCCNC(=O)C1(C)CCCN(C(=O)c2ccc(OC)cc2OC)C1 (stereo not drawn) | i | x | x | 0.4 | 0.1 | -2 | 3 | -2 | x
Cc1ccc(CN2CCN(CC(=O)NCCCN3CCN(c4ccc(F)cc4)CC3)C2=O)cc1 | -0.5 | -2 | -1.5 | -0.4 | x | 1 | -4 | 1 | 16
COc1ccc(CNC(=O)c2ccc(S(=O)(=O)N3CC(C)CC(C)C3)cc2)cc1OC (stereo not drawn) | -0.7 | x | -1.5 | -0.3 | 1.7 | -10 | -11 | -3 | 8
COc1ccc(CCC(=O)Nc2ccc(N3CCOCC3)c(S(=O)(=O)Nc3ccc(OC)cc3)c2)cc1 | i | x | 0.0 | -1.2 | 0.4 | 10 | -7 | 9 | -5
CCc1ccc2oc(C(=O)NCCc3ccc(S(N)(=O)=O)cc3)cc(=O)c2c1 | i | -5 | -0.8 | 0.8 | 0.6 | 2 | 6 | -6 | -3
COc1ccc(NC(=O)Nc2cccc3c2O[C@@H](CN(C)CC2CCCCC2)[C@@H](C)CN([C@H](C)CO)C3=O)cc1 | i | x | 3.5 | -0.1 | 1.5&0.8 | -11 | -6 | 1 | -8
Cc1ccc(C(=O)Nc2c(C(=O)N3CCOCC3)cnn2-c2ccccc2)cc1 | -0.3 | -8 | -0.7 | 0.1 | x | -7 | -1 | -6 | -2
CC1CCCCC1NC(=O)CSc1ncnc2sccc12 (stereo not drawn) | i | x | x | -0.5 | -0.6 | 3 | -5 | 1 | x
Cc1csc(OCC(=O)Nc2ccc(C)c(C)c2)n1 | i | 4 | 1.4 | 0.2 | x | 0 | -4 | 0 | -9
N#CC(C(=O)OCc1ccccc1)c1nc2ccccc2nc1N1CCOCC1 (stereo not drawn) | i | -3 | 13 | 12 | x | 5 | 14 | -13 | -12
Cc1cccc(C)c1N(CC(=O)Nc1cc(Cl)ccc1Oc1ccccc1)S(C)(=O)=O | -0.1 | 5 | 0.2 | -0.3 | x | 10 | 0 | -6 | -2
COC(Cn1cc(C)c(=O)[nH]c1=O)OC | -0.3 | 4 | 0.9 | -1.1 | 1.7 | 1 | -2 | 3 | -9
NC(=O)N1c2ccccc2CC(=O)c2ccccc21 | 6.2 | 3&2 | -0.9 | 0.2 | 0.3 | 7 | -10 | -6 | 0
C#CCOc1c(Br)cc(/C=N\NC(=O)CN2CCOCC2)cc1OCC | i | 0 | -1.4 | -0.1 | x | 4 | 0 | 1 | x
COc1ccc(N=C2c3ccccc3-c3ccc([N+](=O)[O-])cc32)cc1 | x | x | -0.7 | 0.0 | -0.2 | -5 | -9 | 7 | -7
CSc1nc(N)nc(-c2cccs2)c1C#N | i | 8 | 0.0 | 0.2 | x | 2 | -2 | 19 | -16
CN(c1ccccc1)S(=O)(=O)c1cc(C(=O)OCC(N)=O)ccc1Cl | -0.3 | 5 | -0.3 | -0.2 | 0.6 | 8 | -2 | 0 | 2
COc1ccccc1NC(=O)Nc1cccc(NC(C)=O)c1 | i | 3 | 9.8 | -0.3 | 2.4 | 3 | -4 | 9 | 1
c1ccc(SCc2nc(-c3ccccn3)no2)cc1 | i | -6 | -2.2 | -0.4 | x | 1 | 2 | -4 | 7
FC(F)(F)c1ccccc1NC1=NCCCS1 | 1.2 | 0 | 0.4 | -0.1 | 1.8 | -1 | -4 | 9 | -1
O=C(CCCCn1ccc(=O)[nH]c1=O)Nc1ccc(C(=O)O)c(O)c1 | -1.7 | x | 2.1 | -0.4 | 0.2 | -3 | -3 | 2 | -9
CC1Cc2cc(S(=O)(=O)N3CCN(C)CC3)ccc2N1C(=O)C1CC1 (stereo not drawn) | -2.7 | 1 | -0.2 | 1.8 | -0.6 | -2 | -1 | 0 | -3
C[C@@]12C(=O)Nc3ccc(Cl)cc3C(=O)N1[C@H]1c3cc(Cl)ccc3OC[C@@H]1[C@@H]2c1ccccc1 | i | x | -0.8 | 0.3 | 1.3 | 2 | 1 | 26* | -2
CN(C)S(=O)(=O)c1cccc(C(=O)OCC(=O)Nc2sccc2C(N)=O)c1 | -0.4 | 5 | 1.1 | -1.7 | x | 2 | -7 | 4 | -8
COc1ccc(S(=O)(=O)N2CCC(C(=O)NCc3ccncc3)CC2)cc1OC | -4.0 | 0 | -2.4 | 0.2 | 1.0 | 11 | -1 | 4 | -5
Cc1cccc(N2CCN(C(=O)c3ccc(CS(=O)(=O)c4ccccc4C)o3)CC2C)c1 (stereo not drawn) | 1.4 | -4 | 0.4 | u | x | -2 | -2 | 12 | 19
O=C(COc1ccccc1)Nc1ccc(S(=O)(=O)N2CCOCC2)cc1 | 0.6 | 3 | -0.3 | -1.0 | x | 2 | -11 | 1 | -1
Cc1cccc(C(=O)NNC(=O)c2ccc(Cl)cc2)c1O | 50* | -2 | -0.4 | 0.6 | x | -11 | 5 | 4 | 2
O=C1c2[nH]c(=O)[nH]c(=O)c2CN1Cc1ccccc1 | 0.8 | x | -0.7 | -0.2 | 1.7 | -6 | 0 | 1 | -17
COC1Cc2ccccc2N(C(N)=O)c2ccccc21 (stereo not drawn) | -1.3 | x | -2.6 | -3.0 | 0.3 | -5 | -4 | 7 | 1
COc1cc(Cl)cc(C2NC(=O)NC(C)=C2C(C)=O)c1OCC(=O)O (stereo not drawn) | -4.2 | -2 | 1.7 | -3.1 | x | 9 | -4 | -3 | -21
Cc1[nH]nc2c1C(c1ccsc1C)C(C#N)=C(N)O2 (stereo not drawn) | i | 2 | -1.7 | -0.1 | x | -11 | -4 | -10 | -16
CS(=O)(=O)N1CCCCC1CCN1CCCCC1 (stereo not drawn) | i | x | -1.6 | -0.3 | -0.7 | 3 | 1 | 1 | -8
CS(=O)(=O)N(CCC#N)Cc1ccc(/C=C2\C(=O)Nc3ccccc32)o1 | -0.2 | -1 | -0.8 | -0.8 | -2.2 | 1 | -3 | 0 | 0
O=C(Oc1cc(=O)oc2ccccc12)c1ccco1 | -7.7 | 3 | 1.0 | 0.7 | x | -6 | -6 | -2 | -13
CCn1c(SCc2ccc(C)cc2)nnc1-c1cnccn1 | -0.2 | -7 | 1.6 | x | x | 24 | x | -7 | -12
N#CC(c1nc2ccccc2nc1N1CCOCC1)S(=O)(=O)c1ccccc1 (stereo not drawn) | 0.0 | 0 | 1.0 | -0.4 | -0.1 | -4 | 4 | -6 | -3
CCOC(=O)Cc1c[nH]c(=S)[nH]c1=O | i | 0 | -1.6 | 2.5 | 2.1 | -5 | 2 | 13 | -4
O=C(COC(=O)c1ccncc1)c1ccccc1 | -1.0 | -2 | -0.6 | -0.3 | 1.0 | 8 | -5 | -5 | -6
Cc1c(N=C2SCC(=O)N2c2c(C)n(C)n(-c3ccccc3)c2=O)c(=O)n(-c2ccccc2)n1C | 0.9 | 1 | 2.6 | -1.5 | x | 9 | 4 | -4 | -2
CCCCNC(=O)c1onc(CSc2ccccn2)c1C(=O)NCCCC | i | x | 1.1 | -0.1 | x | 46 | -2 | 7 | -18
COc1ccc(C2CC(=O)C=C(NCCC(C)C)C2)cc1 (stereo not drawn) | -3.4 | 0 | 0.8 | x | x | 1 | x | -8 | -1
CC(C)(C)CN1CCNC(=O)C1CC(=O)NC1Cc2ccccc2C1 (stereo not drawn) | x | 5 | -1.2 | -0.5 | 1.6 | -6 | -1 | 6 | -4

Exported with two lines to a compound: two of the compounds above
Order of results – Vc quorum ag	SARS 3CLpro inh	PfHsp40 yeast	BoNT A protease	TcdB inh	Yp Topo-I inh	Anthrax LF inh2	PrPC TRFRET	SSB-PriA inh
> CC1Cc2cc(S(=O)(=O)N3CCN(C)CC3)ccc2N1C(=O)C1CC1 (stereo not drawn)
  -2.7	1	-0.2	1.8	-0.6	-2	-1	0	-3
> C[C@@]12C(=O)Nc3ccc(Cl)cc3C(=O)N1[C@H]1c3cc(Cl)ccc3OC[C@@H]1[C@@H]2c1ccccc1
  i	x	-0.8	0.3	1.3	2	1	26*	-2

The list continues.
Molecule | Vc quorum ag | SARS 3CLpro inh | PfHsp40 yeast | BoNT A protease | TcdB inh | Yp Topo-I inh | Anthrax LF inh2 | PrPC TRFRET | SSB-PriA inh
Cc1ccc(NC(=O)C(OC(=O)c2cc(C)oc2C)c2ccccc2)cc1 (stereo not drawn) | -0.4 | 0 | 0.1 | -0.9 | 1.4 | 8 | 1 | 2 | -18
CCCCCN(C(=O)CCC(=O)OCc1ccccc1Cl)c1c(N)n(CCCC)c(=O)[nH]c1=O | -0.4 | 0 | 0.0 | 0.5 | 1.7 | 36 | -3 | 6 | -7
CC(=O)Nc1sc(N/N=C/c2ccccc2F)nc1-c1ccc(C)cc1 | -0.3 | 3 | 0.5 | -0.3 | -0.8 | -14 | -2 | 11 | i
NS(=O)(=O)c1c(Sc2ccccc2C(=O)O)ccc2ccccc12 | -0.4 | 2 | 0.1 | x | -0.6 | 1 | x | 34* | -1
c1ccc(-c2cn(-c3ccccc3)c3ncnc(NCCCN4CCOCC4)c23)cc1 | -0.2 | 2 | -1.2 | -0.3 | 2.3 | 0 | -6 | 10 | 25
CCOC(=O)c1cc2c(=O)[nH]ccc2nc1C(F)(F)F | -0.6 | 6 | -0.1 | u | 0.3 | 5 | -22 | 5 | 3
O=C(CNCc1ccc(F)cc1)Nc1cc(S(=O)(=O)N2CCOCC2)ccc1Cl | 0.8 | x | -1.1 | 0.0 | -0.9 | 1 | -6 | 4 | -7
Cc1cc(C)n2nc(SCC(=O)c3ccc[nH]3)nc2n1 | -0.3 | -4 | -0.2 | -0.4 | x | 14 | 2 | 3 | -7
O=C(COC(=O)Cn1cnc2ccccc2c1=O)NNC(=O)c1ccc(Br)cc1 | 3.4 | x | -1.5 | -0.4 | -1.2 | -3 | 1 | 3 | 2
Cc1ccn2c(=S)[nH]nc2c1 | -5.6 | x | x | 0.4 | -2.4 | 7 | -4 | -2 | x
COc1ccc(CC(C)Nc2cccc(SC)c2)cc1 (stereo not drawn) | 0.9 | 4 | -1.0 | -0.4 | 0.4 | -6 | -5 | 8 | -12
